Screening results deposited in PubChem BioAssay by several laboratories.
AI-2 QS modul – Vibrio harveyi AI-2 quorum sensing modulation. Vibrio harveyi JMH597 AI-2 luminescence/OD600 ratio, 9 h; active compounds read low; strain lacks LuxN and CqsS sensors; 0 = neutral-control median. activity change, % at 7.5 µM. 300,000 tested, 0.4% active. AID 2094; in the data active = activity change below about -75%, passing the limit was not always enough; inconclusive = no clear call, values can overlap the other calls;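 note: luminescence divided by OD600 gain over 9 h not by final OD600 alone; inactives centre near 13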
HSP90 inh – HSP90 refolding inhibition in rabbit reticulocyte lysate; luciferase refolding luminescence, 3 h; inhibition, % at 5.6 µM; 290,000 tested, 0.91% active;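 active = inhibition above the screen-wide mean plus 3 SD, computed separately per campaign, cut at about 16% in these data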;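 note: 0% = DMSO wells and 100% = 60 µM geldanamycin wells; inhibitors lower the luminescence because luciferase stays unfolded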
GSK3beta inhib – blocks human GSK3beta kinase activity; activity score (negative = inhibition), % at 10 µM; GST-GSK3beta kinase, ADP-Glo luminescence, 60 min; active compounds read low; AID 2097; P49841; 300,000 tested, 0.038% active;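 active = more than half of replicate wells score below -50%, meaning over 50% inhibition versus plate controls; inconclusive = some replicates but at most half score below -50%; inactive = no replicate scores below -50%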;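 note: 0% = median DMSO wells and -100% = median GW8510 positive control wells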
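Test system – GST-tagged human GSK3beta kinase, cell-free · Incubation – 60 min enzyme reaction, room temperature · Signal – ADP-Glo luminescence · Also added – peptide substrate and ATP at 25 µM · Controls – DMSO neutral wells and GW8510 at 20 µM as positive · Buffer or medium – Tris/MgCl2 kinase buffer · Measure – Luminescence-derived activity versus plate DMSO and GW8510 wells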
GSK3A inh – blocks human GSK-3 alpha kinase; 320,000 tested, 0.1% active; P49840; inhibition, % at 10 µM; ADP-Glo luminescence, 60 min;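 in the data active = inhibition above about 50%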;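 note: GST-tagged GSK-3 alpha with peptide substrate and 25 µM ATP; 0% = DMSO neutral wells and 100% = GW8510 positive control wells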
Target sequence (P49840 whole entry, looked up): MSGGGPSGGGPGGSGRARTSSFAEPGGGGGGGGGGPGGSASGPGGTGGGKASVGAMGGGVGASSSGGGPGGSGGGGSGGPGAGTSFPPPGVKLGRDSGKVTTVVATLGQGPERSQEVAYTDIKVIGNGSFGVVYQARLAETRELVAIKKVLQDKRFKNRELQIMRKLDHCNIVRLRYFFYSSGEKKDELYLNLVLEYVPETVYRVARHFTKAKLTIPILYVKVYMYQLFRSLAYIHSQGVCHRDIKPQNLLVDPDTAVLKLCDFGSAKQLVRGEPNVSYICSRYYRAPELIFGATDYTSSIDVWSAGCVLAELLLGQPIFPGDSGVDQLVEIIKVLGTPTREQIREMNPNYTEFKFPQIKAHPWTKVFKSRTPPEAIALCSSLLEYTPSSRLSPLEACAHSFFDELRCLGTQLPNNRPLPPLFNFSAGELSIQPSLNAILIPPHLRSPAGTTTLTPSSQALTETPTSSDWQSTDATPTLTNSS
DYRK1A inh – inhibitors of rat Dyrk1A kinase. AID 504441. 310,000 tested, 0.43% active. inhibition, % at 12.5 µM. ADP-Glo luminescence, NFATc1 peptide; in the data active = inhibition above about 50%;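 note: plate controls were vehicle with enzyme for no effect and no enzyme for full effect; many of its hits are not listed in these tables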
HDAC3 inhib – human HDAC3 inhibition | O15379 | recombinant HDAC3, fluorogenic peptide/trypsin coupled, fluorescence | inhibition, % at 8.3 µM | 320,000 tested, 0.15% active | AID 2718; in the data active = inhibition above about 26%, passing the limit was not always enough; inconclusive = no clear call, values can overlap the other calls
Target sequence (O15379 whole entry, looked up): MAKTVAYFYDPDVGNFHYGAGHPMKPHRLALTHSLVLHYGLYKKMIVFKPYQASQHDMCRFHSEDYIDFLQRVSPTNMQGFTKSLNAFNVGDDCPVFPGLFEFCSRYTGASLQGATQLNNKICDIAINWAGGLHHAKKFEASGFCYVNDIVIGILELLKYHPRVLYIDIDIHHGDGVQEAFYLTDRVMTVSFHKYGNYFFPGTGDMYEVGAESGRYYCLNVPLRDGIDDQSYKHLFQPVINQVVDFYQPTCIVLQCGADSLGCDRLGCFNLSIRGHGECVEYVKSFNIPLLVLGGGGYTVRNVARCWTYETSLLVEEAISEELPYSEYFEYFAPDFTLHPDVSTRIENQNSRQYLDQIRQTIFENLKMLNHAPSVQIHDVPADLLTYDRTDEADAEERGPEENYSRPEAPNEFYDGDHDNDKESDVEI
Platelet DG rel – platelet dense granule release activity. AID 1663. inhibition, %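 (compounds screened at 7.5 µM in platelet-rich plasma)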. 300,000 tested, 0.22% active. human platelet-rich plasma, SFLLRN dense granule ATP release, luminescence;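 active = mean replicate score, as percent of positive control, at or above 50; inconclusive = mean below 50 but at least one replicate at or above 50; inactive = mean and every replicate below 50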
PolyA inh – inhibitors of polyadenylation in S. cerevisiae. S. cerevisiae SKY197-pL101 polyadenylation reporter, beta-gal luminescence; efflux-impaired pdr1/pdr3 knockout yeast; score 100 = 6 SD above DMSO. calls only at 12 µM. 300,000 tested, 0.02% active. AID 1875;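 active = lowest replicate activity score at least 50, where 100 means six control SD above control mean; inconclusive = lowest score under 50 but half or more replicates reach 50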;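 note: yeast exposed to compound for 9 h at 30 °C; higher score means more reporter readthrough which indicates perturbed polyadenylation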
HSF-1 act – increases HSF-1 driven luciferase reporter signal; activation, % at 9 µM; NIH3T3-HGL HSF-1 luciferase reporter, MG132, 8 h; 100% = twice DMSO control signal; 300,000 tested, 1.7% active;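 active = mean replicate activation of at least 50% with a set share of replicates each reaching 50%; inconclusive = only one of those two conditions met; inactive = mean below 50% and too few replicates reaching it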;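 note: 0% = median of the neutral control wells and 100% = twice that signal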
HSF1 inhib – HSF1 inhibition; AID 2098; 300,000 tested, 0.77% active; NIH3T3-HGL HSE-luciferase, MG132-induced, luminescence 8 h; active compounds read low; activity change, negative = inhibition, % at 7.5 µM (by protocol);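 active = more than half of replicate wells show activity change below -50%, luminescence cut by over half; inconclusive = some wells, but at most half, below -50%; inactive = no replicate well below -50%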;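 note: luciferase reports HSF-1 transcriptional activity via heat shock element; 0% = median of DMSO wells and -100% = zero luminescence signal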
Starred values were filed as active, the others as inactive; i = inactive; ? = inconclusive; nt = not tested or not shown; & = joins results of further samples. Only part of the results is shown; rates above refer to the full screens.

SMILES	AI-2 QS modul	HSP90 inh	GSK3beta inhib	GSK3A inh	DYRK1A inh	HDAC3 inhib	Platelet DG rel	PolyA inh	HSF-1 act	HSF1 inhib
CNc1ccccc(-c2ccc3ccccc3n2)c1=O	16.1	4.0	1.4	nt	-4.8	nt	14.5	i	8.4	11.6
COc1ccc2c(c1)c1ncn(CCCN3CCOCC3)c(=O)c1n2C	8.9	3.8	4.9	0.8	46.6	-51.5	-10.2	i	-0.2	4.4
Cc1ccc(NC(=O)C(=O)NNC(=O)c2ccccc2C)cc1Cl	4.6	-1.8	0.4	-30.6	-2.9	-4.7	3.3	i	-12.5	-1.3
Cc1cc(C)n(-c2ccc(NC(=O)C3CCN(Cc4cc(C)c(C)o4)CC3)cc2)n1	6.4	0.4	-0.8	0.9	4.4	1.6	8.0	i	34.4	-0.7
COc1ccc(CCNC(=O)CSc2nc3ccccc3c3nc(CCN4CCCCC4)nn23)cc1OC	-7.1	0.1	1.0	-1.4	nt	-1.3	-11.8	i	4.1	-2.1
CC(=O)Nc1nnc(C2=COCCO2)o1	18.2	3.0	-2.7	1.2	nt	-14.3	-24.3	i	-15.5	2.0
CC1(C)Cc2c(cnn2-c2ccccc2)C(=O)/C1=N\NC(=O)c1ccccc1N	40.2	0.2	-0.7	-5.6	0.9	2.1	-6.4	i	11.4	-1.9
O=C(Nc1cccnc1)c1cc(-c2ccccc2O)on1	-33.4	11.9	2.9	-0.2	14.3	-5.4	20.6	i	8.1	7.9
O=C(NC1CCS(=O)(=O)C1)C1CCCC1 (stereo not given)	17.7	nt	4.5	-0.2	-6.9	-18.4	-1.9	i	2.1	0.2
O=c1c2cc3c(cc2[nH]c(=S)n1CCN1CCOCC1)OCO3	16.4	-1.1	1.6	-2.4	5.0	-10.1	1.2	i	2.4	-9.6
Cc1ccc(-c2nnn(CC(=O)N(Cc3cccs3)C(C(=O)NC(C)(C)C)c3ccco3)n2)o1 (stereo not given)	?	0.8	0.2	-0.1	-1.9	0.8	-10.9	i	-3.7	-0.9
CC1=C(C#N)C(=O)N(C2CCS(=O)(=O)C2)C(=O)/C1=C\c1ccco1 (stereo not given)	-0.1	5.5	-0.6	3.5	nt	5.5	0.8	i	22.1	-0.9
COc1ccc(CCNC(=O)C(=O)NCC2CCCN2S(=O)(=O)c2cccs2)cc1 (stereo not given)	19.4	nt	2.3	-0.1	-8.6	1.8	-10.0	i	8.5	-0.1
CC1(C)Oc2cc3oc(-c4cc(O)cc(O)c4)cc3cc2CC1O (stereo not given)	3.6	nt	-1.3	3.2	7.9	-23.8	7.5	i	-45.5	-39.3
Cn1ncc2c(Nc3ccc(Cl)cc3)ncnc21	13.0	-1.5	5.1	-4.1	3.7	5.6	9.7	i	7.8	0.5
CCOc1c(CNCCN2CCOCC2)cccc1OC	15.2	-0.7	1.7	1.2	-11.4	-10.5	5.3	i	5.9	1.3
COc1ccc(S(=O)(=O)N2CCCC2)cc1C(=O)O	37.1	-0.5	3.7	7.1	-3.7	-4.9	-4.4	i	14.8	2.4
CC1CCC(=NNC(=O)Cc2ccccc2)CC1 (stereo not given)	12.1	-1.1	1.3	-1.7	-5.0	2.0	-0.5	i	-1.1	-2.6
O=c1c2ccccc2nnn1CSc1nc2ccccc2c(=O)n1Cc1ccco1	22.9	nt	2.9	1.7	-3.4	-0.9	-0.1	i	49.0	38.9
CC(=O)OC(C)(CCC(C)(OC(C)=O)C(C)=O)C(C)=O (stereo not given)	1.5	0.1	0.5	nt	2.2	nt	0.3	i	-18.6	-11.6
Cc1ccc(/C=C2/SC(=S)N(CC(=O)Nc3ncc(Cc4ccc(C)cc4)s3)C2=O)cc1	6.0	-6.5	-0.2	-3.1	-1.0	-2.5	4.9	i	-9.2	2.5
CCC(COC)NC(=O)CCc1nnc(Cc2c[nH]c3ccccc23)o1 (stereo not given)	3.3	-0.9	-1.7	-1.9	-2.5	2.8	6.1	i	-4.7	-2.9
COc1ccc(/C=N/Nc2nc(-c3cccnc3)nc3ccccc23)cc1OC	28.2	3.7	0.1	-10.5	23.6	0.2	7.2	i	-20.9	-1.3
CCCOc1ccc(NC(=O)c2cc3cc(C)ccc3[nH]2)cc1	35.3	-3.1	0.3	-2.0	-4.0	-3.1	1.4	i	-3.3	-0.7
O=C(O)C12CC3CC(C1)CC(n1ncc(N4CCN(c5ccccc5)CC4)c(Cl)c1=O)(C3)C2	14.4	1.8	-13.5	-0.7	-0.7	4.0	-5.7	i	-13.1	-7.1
CCOc1ccc(N(C(=O)CNC(=O)c2ccco2)C(C(=O)NC2CCCC2)c2ccco2)cc1 (stereo not given)	12.1	-0.9	-0.7	-0.3	-5.4	-0.1	-3.7	i	1.8	1.5
COC(=O)c1ccccc1Oc1ccc(NC(=O)c2ccco2)cc1	42.8	2.3	0.8	-2.3	0.5	6.9	-8.6	i	23.9	8.1
CS(=O)(=O)N1CCC(C(=O)Nc2cccc(F)c2)CC1	-0.4	4.0	-2.6	1.1	nt	0.1	-1.0	i	6.4	0.3
COc1ccc(S(=O)(=O)N(C)CC(=O)Nc2c(F)cccc2F)cc1	12.9	3.9	-1.3	-2.1	6.4	-5.5	3.3	i	-5.9	-3.2
COc1ccc(Nc2nc3ccccc3n3nnnc23)cc1	3.8	-0.4	12.3	-6.9	-9.4	-8.7	5.0	i	8.0	-0.2
CCC(C)NC(=S)N1CCN(C)CC1 (stereo not given)	3.8	5.1	0.3	-1.3	nt	?	-1.5	i	-1.8	-2.8
Cc1ccc(-n2c(C)cc(/C=N/Nc3ccc([N+](=O)[O-])cn3)c2C)c(C)c1	35.7	0.3	-3.3	0.1	-4.9	6.2	-74.9	i	57.8*	29.8
O=C(Nc1ccc(S(=O)(=O)Nc2ccccc2)cc1)C1CC1	14.5	-3.1	1.9	nt	nt	7.3	-8.2	i	-22.3	-9.2
CC(C)(Cc1nc2ccccc2[nH]1)C(=O)O	13.8	-1.1	-0.9	-3.4	-7.1	8.2	16.3	i	-1.4	-1.7
Cc1nc2ccccc2n1CCCOc1ccccc1	24.1	0.0	1.1	-1.9	0.9	2.6	-2.9	i	-41.3	-20.2
COc1cc(/C=C2/SC(=S)N(CC(=O)Nc3cccnc3)C2=O)cc(OC)c1OC	2.7	2.9	0.3	-0.8	2.1	-2.4	-2.7	nt	6.2	-3.3
COc1ccc(OCC(=O)Nc2cccc(-c3nc4ccccc4o3)c2)cc1	10.3	3.4	2.4	-3.6	-10.6	-12.4	-7.7	i	-4.7	-2.6
Cc1nnc(NC(=O)CSc2nc(C(C)C)nc3ccccc23)s1	26.0	-1.6	1.9	-1.3	-2.3	5.1	5.6	i	8.6	-10.1
CN1CCN(S(=O)(=O)c2ccc(=O)[nH]c2)CC1	34.6	1.4	-0.9	-2.1	1.3	4.3	-1.8	i	6.9	-0.7
NC(=O)c1c(-c2cccs2)csc1N	22.7	1.9	-2.1	nt	nt	6.9	-4.2	i	10.2	1.3
CCc1ccccc1NC(=O)Cc1cn(C)c2ccccc12	11.3	-3.2	-1.0	-1.1	3.2	-7.4	2.2	i	47.0	11.3
Cc1cccc(-n2ncc3c2CCCC3NC(=O)CN2CCOC2=O)c1C (stereo not given)	10.8	-7.9	1.8	-0.8	nt	?	0.8	i	12.0	-11.7
CC(O)Cn1cnc2c1c(=O)n(C)c(=O)n2C (stereo not given)	11.0	1.0	2.8	-3.0	1.4	1.5	-0.5	i	4.2	-6.1
COc1ccc(N=C2CCCN2CC(N)=O)cc1	15.6	-1.1	0.5	nt	0.9	nt	-3.3	i	-4.6	-7.2
CC1C(=O)N(Cc2ccccc2)c2ccccc2N1C(=O)c1ccccc1 (stereo not given)	-6.1	2.5	0.4	-2.0	3.0	-2.2	-0.4	i	13.1	-4.0
Cc1ccc(C)c(S(=O)(=O)Nc2nc(C)c(C(=O)Nc3ccccc3)s2)c1	36.4	1.6	5.5	-7.1	0.3	7.7	-2.3	i	4.6	2.6
CCOC(=O)c1ccc(NC(=O)N2CC(C)OC(C)C2)cc1 (stereo not given)	17.3	-0.8&-0.8	1.6	-2.7	5.1	3.0	0.3	i	-26.3	-18.0
O=C(Nc1ccsc1C(=O)O)c1ccccc1Cl	17.0	7.2	14.3	-3.1	5.3	3.7	-4.4	i	10.7	-3.5
CCCC(=O)Nc1cc(C(F)(F)F)ccc1N1CCOCC1	6.8	-0.9	-1.1	-2.0	0.9	-0.1	?	i	-4.3	-14.8
COc1ccccc1NC(=S)NC1CCC(CC2CCC(NC(=S)Nc3ccccc3OC)CC2)CC1 (stereo not given)	38.2	4.8	5.6	-5.5	0.4	3.8	34.5	i	5.8	6.0
Cc1ccc(NS(=O)(=O)c2ccc(-c3csc(C)n3)s2)c(C)c1	29.2	-2.8	0.9	-2.8	5.3	4.0	-0.9	i	4.9	0.6
CCC(C)Nc1nc2c(c(=O)n(C)c(=O)n2C)n1Cc1ccc(Cl)cc1 (stereo not given)	0.7	nt	2.4	-2.3	-1.3	1.9	-3.9	i	-34.0	-17.9
O=C(Cn1nnc(-c2ccccc2)n1)NNC(=O)c1ccco1	14.4	-3.1	-0.9	0.2	nt	8.7	2.1	i	3.6	-5.9
COc1ccccc1NC(=O)CN(c1ccc([N+](=O)[O-])cc1)S(=O)(=O)c1ccccc1	-16.6	5.9	2.8	-2.1	6.4	5.6	-5.8	i	11.8	-3.3
C/C(=C\c1ccccc1)C(=O)NCCc1ccccc1	-19.2	9.4	3.1	-2.5	0.6	-7.5	7.7	i	34.9	16.2
COc1ccc(S(=O)(=O)NCCc2cn3cccc(C)c3n2)cc1OC	2.4	-2.4	1.7	0.7	-1.0	1.8	-1.0	i	-11.3	-9.7
Cc1nc2ccc(S(=O)(=O)NC(C(=O)NC3CCCC3)C(C)C)cc2s1 (stereo not given)	17.6	-1.8	3.7	-2.8	-8.7	-2.9	-7.8	i	7.0	3.1
CC1(C(=O)NC2CCCCCCC2)CC1(Cl)Cl (stereo not given)	-3.1	-3.3	1.3	-2.1	-3.4	-10.0	-7.0	i	-8.2	-3.7
Cc1ccc(/C(O)=C2\C(=O)C(=O)N(C)C2c2ccc(Br)cc2)cc1 (stereo not given)	16.1	-2.7	0.5	-2.7	nt	3.3	8.5	nt	1.5	-1.3
